Bioassay records deposited in PubChem BioAssay by several laboratories.
Diaphorase inh: diaphorase inhibition or chemical oxidation counter-screen; diaphorase resazurin-to-resorufin fluorescence, NADH, 16 min; bacterial (C. kluyveri) enzyme, not human; inhibition, % at 20 µM; 190,000 compounds, 0.69% hits; AID 1217;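 active means primary screen inhibition at 20 µM above a set limit, cut at about 50% in these data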;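 further: plate controls were DMSO with full reaction for no effect and wells lacking NADH for full effect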
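Test system: Clostridium kluyveri diaphorase enzyme / Quantity: diaphorase at 0.14 U/mL in enzyme working solution / Incubation: 16-min room-temperature incubation before reading / Benchmarks: NADH-free wells as positive control, DMSO-only neutral wells / Signal: resorufin fluorescence 544/590 nm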
RAM network inh: yeast RAM network inhibition | 190,000 compounds, 1.8% hits | AID 868 | S. cerevisiae dse1pr::URA3 reporter, 5-FOA growth OD615, 2 d; analog-sensitive cbk1-as2 kinase mutant strain | inhibition, % at 50 µM;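 active means inhibition above a set limit, 3 SD over mean compound inhibition, cut at about 8.4% in these data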;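 further: 0% = DMSO-only wells with no growth and 100% = 10 µM 1-NA-PP1 full growth; inhibition rescues growth on 5-FOA so higher OD means more RAM inhibition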
S1P3 antagonist: S1P3 (human) receptor antagonism; Q99500; CHO S1P3 NFAT-BLA reporter, FRET fluorescence, antagonist mode; inhibition, % at 4.98 µM; 170,000 compounds, 0.27% hits;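 active means inhibition above the plate cutoff, the mean inhibition of test wells on that plate plus 3 SD, cut at about 28% in these data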;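 further: cells challenged with S1P at its EC80 of 0.8 µM; blue over green emission ratio from cleaved BLA substrate after 4 h stimulation; 0% = S1P-stimulated wells and 100% = unstimulated DMSO-only wells; some compounds past the cut are filed as inactive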
Target sequence (Q99500 whole entry, looked up): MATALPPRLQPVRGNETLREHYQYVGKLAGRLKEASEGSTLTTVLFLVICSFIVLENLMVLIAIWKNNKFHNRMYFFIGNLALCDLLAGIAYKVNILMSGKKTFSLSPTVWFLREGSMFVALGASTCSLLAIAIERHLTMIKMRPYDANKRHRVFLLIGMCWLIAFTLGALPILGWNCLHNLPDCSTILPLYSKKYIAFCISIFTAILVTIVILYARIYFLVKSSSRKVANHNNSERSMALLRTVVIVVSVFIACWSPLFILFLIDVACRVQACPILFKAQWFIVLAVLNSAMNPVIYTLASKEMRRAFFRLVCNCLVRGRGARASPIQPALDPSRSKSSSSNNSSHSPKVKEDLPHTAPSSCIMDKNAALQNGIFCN
PMI act satM6P: increases human PMI activity with near-saturating mannose 6-phosphate | 190,000 compounds, 0.34% hits | coupled PMI enzyme assay, resazurin fluorescence, 20 min; stronger effect = higher value; 1 = untreated enzyme, 0 = substrate-free blank | activation factor at 20 µM | P34949;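 active means activation factor of 2 or more at 20 µM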
Target sequence (P34949 whole entry, looked up): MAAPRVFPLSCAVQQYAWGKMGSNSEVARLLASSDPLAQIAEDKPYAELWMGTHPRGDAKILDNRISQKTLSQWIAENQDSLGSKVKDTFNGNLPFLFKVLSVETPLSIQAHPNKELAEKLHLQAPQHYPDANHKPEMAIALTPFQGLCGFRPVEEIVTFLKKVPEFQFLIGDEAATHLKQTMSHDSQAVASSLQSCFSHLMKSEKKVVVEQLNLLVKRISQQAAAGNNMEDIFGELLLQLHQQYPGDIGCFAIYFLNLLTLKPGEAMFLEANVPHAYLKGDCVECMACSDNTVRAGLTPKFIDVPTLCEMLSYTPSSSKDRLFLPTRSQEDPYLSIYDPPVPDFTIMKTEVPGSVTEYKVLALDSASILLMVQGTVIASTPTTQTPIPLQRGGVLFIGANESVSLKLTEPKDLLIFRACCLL
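Material: human phosphomannose isomerase with PGI, G6PDH, diaphorase coupling enzymes; amount: PMI at 15 ng/mL final; also added: Mannose-6-phosphate 1.0 mM (near-saturating) plus 0.22 mM NADP+; incubation: enzyme reaction with compound 20 min at room temperature; signal: resorufin fluorescence (Ex 544/Em 590 nm) from resazurin via diaphorase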
TLR4-MyD88 BLA: inhibitors of human TLR4-MyD88 binding | O00206+Q99836 | HeLa CL3-4 TLR4/MyD88 BLA complementation, FRET ratio | inhibition, % at 8.4 µM | 200,000 compounds, 0.18% hits | AID 861; in the data active means inhibition above about 25%;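 further: 0% = vehicle and 100% = reference inhibitor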
L major viab: Leishmania major promastigote growth inhibition; Leishmania major promastigotes, resazurin fluorescence viability; AID 1063; inhibition, % at 10 µM; 200,000 compounds, 9% hits;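 further: promastigotes grown with compound for 44 hours at 28 °C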
Redox H2O2 prof: compounds producing H2O2 with reducing agent – biochemical, NIH compound library profiling, artefact control for MLSCN library redox annotation, primary screen; activation, % at 10 µM; 200,000 compounds, 0.03% hits; DTT-dependent redox cycling H2O2, phenol red/HRP absorbance; 100% = 100 µM peroxide control, 0% = buffer;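 active means activation of at least 50% relative to the plate's high and low controls in the primary single-dose screen; inactive means activation below 50%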;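 further: compound incubated with DTT at 0.8 mM final as the reducing agent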
Diaphorase act: counter-screen for diaphorase-based assays: diaphorase activators and chemical reducers | Diaphorase/resazurin coupled assay, resorufin fluorescence, 16 min; stronger effect = higher value; 1 = vehicle wells, 0 = NADH-free wells | activation factor at 20 µM | 190,000 compounds, 0.005% hits | AID 1229;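 active means diaphorase activity raised at least twofold by the compound at 20 µM; inactive means activation factor below 2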
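Material: purified diaphorase enzyme from Clostridium kluyveri / Medium: HEPES pH 7.4 buffer with MgCl2 and Tween 20 / Schedule: enzyme reaction of 16 min at room temperature / Measured by: resorufin fluorescence, excitation 544 nm, emission 590 nm / Evaluation: rise in resorufin formation, marking diaphorase activation or chemical reduction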
G6PDH counter: counter-screen for G6PDH assay hits: L. mesenteroides G6PDH inhibition. Purified L. mesenteroides G6PDH, diaphorase/resazurin coupled fluorescence, 45 min. inhibition, % at 5 µM. 200,000 compounds, 0.12% hits
PMI activator: phosphomannose isomerase (human) activation. P34949. purified human PMI, coupled resazurin fluorescence, 20 min; stronger effect = higher value; 1 = vehicle control, 0 substrate-free wells. activation factor at 20 µM. 190,000 compounds, 0.005% hits;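 active means activation factor of 2 or more at 20 µM, relative to plate controls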
Hsp70 act: transcriptional activators of Hsp70 | HeLa Hsp70 promoter luciferase reporter, luminescence; scaled: vehicle 0, proteasome-inhibitor control 100% | activation, % at 10 µM | 200,000 compounds, 0.04% hits | AID 1203;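 active means activation above the mean across all tested compounds plus 3 SD, cutoff set per campaign, cut at about 5.5% in these data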;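 further: 100% = MG132 at 30 µM as the positive control and 0% = DMSO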
* marks the source's active call; other numbers are inactive results; / = not tested or not shown. Unless noted, no stated cut-off is given here; in the data, active means inhibition above about 50%; inactive means the rest.

item	SMILES	Diaphorase inh	RAM network inh	S1P3 antagonist	PMI act satM6P	TLR4-MyD88 BLA	L major viab	Redox H2O2 prof	Diaphorase act	G6PDH counter	PMI activator	Hsp70 act
1	O=C(O)CCc1ccc(S(=O)(=O)NCCc2ccccc2)cc1	4	0.0	/	1	2	-4	1.6	1	3	1	-0.1
2	COc1cccc2c(Cl)c(CC=C(Cl)Cl)c(C)nc12	9	-1.5	-4	0.9	-4	20	-0.2	0.9	15	0.9	-0.3
3	CN(C)c1nc2c(c(N)nn2-c2ccc(Cl)cc2)c(=O)o1	7	3.1	/	1	-10	-13	-4.9	0.9	-1	1.1	-0.3
4	CS(=O)(=O)N(CC(=O)Nc1ccccc1C(=O)NCCc1ccccc1)c1ccc2c(c1)OCCO2	18	7.6	/	1	-8	99*	0.3	0.8	0	0.9	0.0
5	O=C(CCSc1ccc(Cl)c(Cl)c1)NC12CC3CC(CC(C3)C1)C2	16	7.8	/	0.9	-3	3	-0.2	0.8	-1	0.9	-0.1
6	C=CCNC(=O)CC(=O)N/N=C/c1cccc(C)c1	8	2.3	4	1.1	-1	-4	-0.1	0.9	6	1.1	-0.4
7	COc1ccc(C2C(C(=O)OC3CCCCC3)=C(C)Nc3nnnn32)c(OC)c1OC (stereo unspecified)	14	2.4	6	0.9	-2	91*	0.4	0.9	2	0.9	-0.1
8	Cc1cc(C)cc(NC(=O)c2ccc(CSc3nnnn3C)cc2)c1	14	1.4	/	1	7	5	-5.3	0.9	3	1.1	-0.2
9	Cc1nnc(SCC(=O)N(C)Cc2ccccc2)[nH]c1=O	7	1.5	-3	1	7	-6	2.5	0.9	2	1	-0.2
10	CCOC(=O)c1nnn(CC(=O)N2N=C(c3ccccc3)CC2c2ccccc2)c1C(=O)OCC (stereo unspecified)	28	3.0	/	0.8	2	-1	4.2	0.7	10	0.9	-0.3
11	Cn1cc([N+](=O)[O-])c(C(=O)NNC(=O)c2ccc([N+](=O)[O-])cc2)n1	6	1.1	-11	1	-9	-2	-0.7	0.9	2	1.1	-0.2
12	CC(C)(C)n1nnnc1C(c1ccncc1)N1CCCCCC1 (stereo unspecified)	15	1.9	11	0.9	4	-3	1.9	0.9	-1	0.9	-0.5
13	COc1ccc(C)cc1-n1c(-c2ccncc2)n[nH]c1=S	20	1.0	-4	0.9	3	-4	-0.4	0.8	-2	0.8	-0.1
14	COc1ccc(CCn2c(=O)[nH]c3cc(C(=O)N4CCN(c5ccccc5)CC4)ccc3c2=O)cc1OC	10	4.6	-4	0.9	-3	-3	-0.9	0.9	-2	0.8	0.1
15	Cn1nnnc1SCc1nc2ccccc2s1	17	1.0	-1	0.9	10	-3	1.6	0.8	0	1	0.3
16	Cc1nnc(-c2cnn(-c3ccccc3)c2N)n1Cc1ccc(F)cc1	2	-2.1	/	1	-2	-5	0.8	1	2	1	-0.2
17	CCOc1ccc(S(=O)(=O)Nc2ccccc2SC)cc1	8	0.4	/	1	7	-1	3.9	0.9	-1	1	-0.4
18	O=C(CC1S/C(=N/N=C/c2ccco2)NC1=O)Nc1cccc(Cl)c1Cl (stereo unspecified)	0	4.0	-4	1.2	10	15	-1.1	1	6	1.2	0.5
19	Cc1ccc(NC(=O)C2C(c3ccccc3)C=CC(c3ccccc3)C2C(=O)O)cc1 (stereo unspecified)	16	1.3	/	0.9	0	-5	0.2	0.8	18	0.8	-0.2
20	Cc1cc(OCCn2ccnc2)ccc1C(C)C	-2	-1.6	-1	1.2	-5	97*	-0.1	1	17	1	-0.3
21	Fc1ccccc1C1CCN(Cc2nc(COc3ccccc3)no2)C1 (stereo unspecified)	36	0.5	15	1	2	-3	1.7	0.6	16	1	-0.2
22	COc1cccc(OCCn2cccc2/C=C2/C(=N)N3OC(C)=CC3=NC2=O)c1	18	11*	6	0.8	-9	24	0.9	0.8	0	0.9	-0.1
23	NC(=O)c1ccccc1N/C=C/C(=O)c1ccc(F)cc1	8	1.9	/	1.5	-2	3	4.9	0.9	9	1.2	-0.1
24	CCOC(=O)C(=NC1CCCCC1)NNc1cccc(C(F)(F)F)c1	27	-0.2	9	0.9	6	-1	0.6	0.7	-8	0.8	-0.6
25	COc1cccc(-n2nnnc2SCC(=O)Nc2nc3c(s2)CCCC3)c1	30	0.1	/	0.7	-5	16	0.3	0.7	7	0.7	0.0
26	O=C(Nc1cccn2ncnc12)c1cccc(C(F)(F)F)c1	3	1.1	5	1	6	-11	-0.1	1	0	1	0.5
27	COc1ccc(-c2cnc(N)n2C)cc1	7	0.4	-2	0.9	-2	0	-0.6	0.9	9	0.8	-0.1
28	Cc1nn2c(c1-c1ccccc1)N=C(c1ccco1)CC2c1ccccc1 (stereo unspecified)	7	3.9	16	1.2	12	11	0.6	0.9	2	1	0.0
29	CCOC(=O)c1cnc(SCC(=O)Nc2ccc(N3CCOCC3)c(Cl)c2)nc1N	4	3.8	/	0.9	-4	-4	0.4	1	7	0.9	-0.3
30	CCOC(=O)CN1C(=O)CCSc2ccc(Cl)cc21	1	-0.4	-2	0.9	3	-3	3.9	1	4	0.9	-0.1
31	Cc1[nH]c(=S)n(CC2CCCO2)c1C (stereo unspecified)	/	2.1	-18	/	2	-5	0.8	/	/	/	-0.2
32	O=S(=O)(c1ccc2c(c1)nc(COc1ccc(Cl)cc1)n2CC1CCCO1)N1CCOCC1 (stereo unspecified)	25	4.3	-17	0.9	7	7	0.2	0.7	6	0.9	-0.1
33	Cc1noc(C)c1C(=O)Nc1ccc(F)cc1	4	0.1	-9	0.9	-4	-3	-0.8	1	4	1	-0.4
34	CC(=O)Nc1ccc(NC(=O)C(C)O/N=C/c2cccc([N+](=O)[O-])c2)cc1 (stereo unspecified)	8	3.1	/	1	-11	-5	0.0	0.9	1	1	-0.2
35	O=S(=O)(NCc1ccccn1)c1ccc(Cl)c(C(F)(F)F)c1	-2	0.4	-12	1	-1	0	-0.4	1	7	1	-0.1
36	O=C(C1CCCN(S(=O)(=O)c2cccnc2)C1)N1CCN(c2ccccn2)CC1 (stereo unspecified)	4	0.2	-27	1	-3	-6	-0.9	1	7	1	-0.3
37	Cc1c(C(=O)Nc2ccc(S(=O)(=O)NCC3CCCO3)cc2)cccc1[N+](=O)[O-] (stereo unspecified)	15	2.7	-9	0.9	-14	2	-1.1	0.9	13	0.8	-0.2
38	COc1ccc(Cn2nnnc2C(c2cccnc2)N2CCN(c3ccc(O)cc3)CC2)cc1 (stereo unspecified)	26	0.6	-13	0.7	-4	94*	-3.1	0.7	6	0.7	0.0
39	Cc1ccc(C(=O)c2no[n+]([O-])c2C(=O)c2ccc(C)cc2)cc1	1	0.0	10	1.2	-14	-3	0.2	1	1	1.1	-0.4
40	CSCCC(NC(=O)c1ccc(C)o1)C(=O)O (stereo unspecified)	11	0.8	2	1	16	20	-0.2	0.9	6	0.9	-0.3
41	CS(=O)(=O)N(Cc1ccc(Cl)cc1)c1ccc(C(=O)NCC2CCCO2)cc1 (stereo unspecified)	24	2.1	20	0.8	-13	-6	-0.5	0.8	12	0.8	-0.1
42	NC(=O)C1CCN(C(=O)c2ccco2)CC1	-7	0.0	/	1.1	4	-5	0.6	1.1	1	1.1	-0.1
43	COc1ccc2c(c1)C1=NN(/C(C)=C/C(C)=O)C(c3ccc(F)cc3)C1CC2 (stereo unspecified)	35	6.6	-7	0.4	-2	48	0.6	0.6	13	0.8	-0.1
44	COc1ccc(NCc2nnc(SCC(=O)NCc3ccccc3)n2-c2ccccc2OC)cc1	-2	1.0	/	0.8	-2	-3	1.2	1	5	1	-0.2
45	N#C/C(=C\c1ccccc1[N+](=O)[O-])C(=O)NC1CCCCC1	2	-1.9	-3	0.9	13	100*	-0.5	1	13	1	-0.2
46	COC(=O)c1ccc(NC(=O)CSCc2ccc(C)cc2)cc1	16	5.5	/	0.9	0	4	0.1	0.8	2	0.9	-0.3
47	CC(C)c1onc(C(=O)N2CCN(Cc3ccccc3)CC2)c1[N+](=O)[O-]	-1	4.0	6	1	-4	-1	0.9	1	19	1.1	-0.3
48	CC(C)Cn1nc(NS(=O)(=O)c2ccccc2)c2cc3ccccc3nc21	14	3.5	-21	0.9	7	37	-2.1	0.9	1	0.9	-0.2
49	Cc1ccc2nc(SC(C)C(=O)NCc3ccc4c(c3)OCO4)[nH]c2c1 (stereo unspecified)	20	-0.4	6	1	-8	-2	-0.3	0.8	-15	0.9	-0.4
50	Cc1cc(C(=O)O)c(CSCc2cc(C(=O)O)oc2C)o1	18	0.4	/	1.1	1	-7	0.1	0.8	1	1	-0.3
51	Cn1cc(/C=C2/SC(=O)N(c3ccccc3)C2=O)c2ccccc21	4	4.0	/	1	4	3	-3.4	1	5	1	1.0
52	Cc1cccc(NC(=O)C2SC(=Nc3c(C)cccc3C)C(C(=O)N3CCOCC3)=C2N)c1 (stereo unspecified)	18	-0.9	2	1.4	0	0	-0.1	0.8	-12	1.2	0.1
53	CCC(=O)N1CCN(c2ccc(NC(=O)c3ccc4c(c3)OCO4)cc2)CC1	-12	3.2	27	1	9	-6	2.4	1.1	1	1	-0.4
54	COc1cc2ccccc2cc1C(=O)Nc1cccnc1	11	0.8	-3	0.8	7	22	-0.9	0.9	-2	0.8	0.0
55	CCOC(=O)C1CCCN(Cc2c(C(=O)N3CCCCC3)nc3c(C)cccn23)C1 (stereo unspecified)	3	1.7	4	0.9	9	4	-0.1	1	6	0.8	-0.3
56	O=C(Nc1cccc2c1[nH]c1ccccc12)C(F)(F)F	2	0.5	/	1	-6	5	-2.6	1	1	1.1	-0.1

Record cards, as listed above. Values in the order: Diaphorase inh | RAM network inh | S1P3 antagonist | PMI act satM6P | TLR4-MyD88 BLA | L major viab | Redox H2O2 prof | Diaphorase act | G6PDH counter | PMI activator | Hsp70 act
Listed for CC(C)c1onc(C(=O)N2CCN(Cc3ccccc3)CC2)c1[N+](=O)[O-] = -1 | 4.0 | 6 | 1 | -4 | -1 | 0.9 | 1 | 19 | 1.1 | -0.3
Listed for Cc1[nH]c(=S)n(CC2CCCO2)c1C (stereo unspecified) = / | 2.1 | -18 | / | 2 | -5 | 0.8 | / | / | / | -0.2
